# TDP1 cell noCPT: qHTS for Inhibitors of human tyrosyl-DNA phosphodiesterase 1 (TDP1): qHTS in cells in absence of CPT; DT40 Tdp1-/- hTDP1 cells, no CPT, ATP luminescence, 48 h; Potency, µM (titrated, usually from 46.2 µM), without a hit: top-dose activity change, negative = growth inhibition, most hits filed as inhibitors; actives 15% (n = 420,000); active = well fitted inhibition curve with a large enough effect; inconclusive = small, poorly fitted or top-dose-only effect; note: nearly all actives have a fitted effect of over 55% in size
#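 Seeded 400 DT40-hTDP1 cells/well (vehicle DMSO, no 20 nM CPT); pinned compounds; ≥48 hr at 37 °C; CellTiter-Glo luminescence as viability measure.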
# An asterisk follows results filed as active; ? = inconclusive; [ ] = dose if it differs, or a comment. % is set by controls: 0 for no effect and ±100 for the full control effect; potency is the fitted concentration of half-maximal effect. Not all compounds are listed (hit frequency here may not be typical).
no.	Compound	TDP1 cell noCPT
1	c1cc(-c2ccoc2)n2ccnc2c1	?
2	Cc1ccc(NS(=O)(=O)c2ccc(NC(=O)c3ccccc3C(=O)O)cc2)c(C)c1	-1%
3	O=C1Nc2ccccc2-n2nnnc2C1N1CCN(c2ccc(F)cc2)CC1 (configuration not stated)	?
4	CCc1nc2ccc(C(=O)Nc3cccc(OC)c3)cn2c1N(C)CCCc1ccccc1	?
5	COc1ccc(C(O)c2nc(-c3ccc(F)c(Cl)c3)cs2)cc1 (configuration not stated)	?
6	CO[C@H]1[C@H](NC(=O)c2ccsc2)c2ccccc2C12CCN(Cc1cccn1-c1ccccn1)CC2	-26%
7	O=C1NC(=S)S/C1=C\c1cccc([N+](=O)[O-])c1	13µM*
8	Cc1nnc(C(C)C)n1C1C[C@H]2CC[C@@H](C1)N2CC[C@H](NC(=O)C1CCC(F)(F)CC1)c1ccccc1 (some centres not stated)	-9%
9	C[C@H]1CN([C@@H](C)CO)S(=O)(=O)c2ccc(-c3cncnc3)cc2O[C@H]1CN(C)C(=O)NC1CCCC1	-7%
10	NC(=O)c1cccc(-c2ccnc3c2CC(C(=O)Nc2ccccc2)O3)c1 (configuration not stated)	-10%
11	CC1(C(=O)NCc2ccccc2Br)CCN1Cc1ccc2ccccc2c1 (configuration not stated)	?
12	COC(=O)[C@]12CCCCC=C1N(CCc1ccc(OC)c(OC)c1)C(=O)[C@H](CC(=O)NCCCN1CCCC1=O)C2	-16%
13	c1ccc(Cn2c(Cn3c(-c4cnccn4)nc4ccccc43)nc3ccccc32)cc1	?
14	O=C(NCCO)/C(=C/c1ccco1)NC(=O)c1ccco1	3%
15	O=C1CCCCC1Nc1ccc([N+](=O)[O-])cc1 (configuration not stated)	?
16	COc1cc(CN2CCC3(CC2)c2ccccc2[C@@H](NC(=O)c2ccccc2OC)[C@@H]3O)ccc1F	18µM*
17	CCCS(=O)(=O)NC(=O)C1(C)CCN(C(=O)c2cc(C)n(C(C)(C)C)n2)C1 (configuration not stated)	12%
18	COc1cccc(S(=O)(=O)Nc2ccc3c(c2)C(=O)N(C)C[C@H](OC)[C@H](C)CN[C@@H](C)CO3)c1	-4%
19	Cc1cccc(C(=O)NCc2nc(-c3cccc(NC(=O)C4CCCN(C)C4)c3)oc2C)n1 (configuration not stated)	?
20	Cc1nc2sccn2c1CN1Cc2ccccc2OC(c2ccccc2F)C1 (configuration not stated)	18µM*
21	CC(=O)N1Cc2cc(C(=O)NCc3cccc(F)c3)nc(-c3cccc(C4=CCCC4)c3)c2[C@H]1CCO	?
22	CN1NC(c2ccccc2)NN(C)C1=O	-29%
23	Cc1ccc(Cc2c(-c3cccc(Cl)c3)nc3c4ccccc4ccn23)cc1	?
24	N#CC(=C1C=CC(=NO)C(Cl)=C1)c1ccccc1	1.3µM*
25	CCc1nc2c(OCC=C(C)C)cccn2c1N(C)C(=O)c1ccc(OC)cc1	13µM*
26	COc1cccc(-c2cc3c(c(OC)c2)OCCN(S(=O)(=O)c2ccccc2OC(F)(F)F)C3)n1	-6%
27	CCOCCCNC(=O)c1ccc(CN2CCc3ccccc3C2)cc1	?
28	N#Cc1ccc(-c2nc3ccc(Cl)cn3c2Cc2ccccc2C(F)(F)F)cc1	?
29	Cc1ccc(C(=O)NCCc2nnc3n2CCN(Cc2ccnc4ccccc24)CC3)c(C)c1	?
30	CN(c1ccccc1)S(=O)(=O)c1ccc(NC(=O)c2ccc(F)cc2)cc1	?
31	CC(C)(C)C1CCc2c(sc(NC(=O)c3ccco3)c2C(=O)Nc2ccccc2Cl)C1 (configuration not stated)	-8%
32	O=C(NCC1(N2CCOCC2)CCCC1)c1cnn(-c2ncc3c(n2)-c2ccccc2CC3)c1C1CC1	-1%

# A draw from above in order of molar mass, rising.
no.	Compound	TDP1 cell noCPT
30	CN(c1ccccc1)S(=O)(=O)c1ccc(NC(=O)c2ccc(F)cc2)cc1	?
25	CCc1nc2c(OCC=C(C)C)cccn2c1N(C)C(=O)c1ccc(OC)cc1	13µM*
26	COc1cccc(-c2cc3c(c(OC)c2)OCCN(S(=O)(=O)c2ccccc2OC(F)(F)F)C3)n1	-6%

# Carrying on:
no.	Compound	TDP1 cell noCPT
33	CC(C)(C)C1CCc2c(sc(NC(=O)c3ccccc3F)c2C(=O)NCc2ccco2)C1 (configuration not stated)	-6%
34	COc1ccc(Br)c(C=O)c1OS(=O)(=O)c1ccc(C)cc1	?
35	CCOC(=O)[C@@H]1CSCCS(=O)(=O)N1	18µM*
36	CC(C)c1ccc(NC(=O)C(c2ccccc2)N(C)C(=O)CCc2c[nH]c3ccccc23)cc1 (configuration not stated)	?
37	CCc1nc2c(OCCOc3ccccc3)cccn2c1N(C)C(=O)c1cccs1	?
38	CC(=O)Nc1ccc2c(c1)C(N1CC3CCC(CC3)C1)c1ccccc1-2 (configuration not stated)	-21%
39	COc1ccc(F)cc1-c1cc(C(=O)NCc2cccc(Cl)c2)[nH]n1	-28%
40	CCC(C)C(CO)NC(=O)/C=C/[C@H]1O[C@@H](n2cnc3c(NC(=O)c4ccccc4)ncnc32)[C@H](O)[C@@H]1O (some centres not stated)	10%
41	COC(=O)C(Sc1ccc(Cl)cc1)C1SC(=S)N(Cc2ccccc2)C1=O (configuration not stated)	2.1µM*
42	CCCNC(=O)c1cc(C2CCCCN2S(=O)(=O)c2ccc(F)cc2F)on1 (configuration not stated)	-27%
43	CCNC(=O)C1(C)CCCN(C(=O)c2cccc(C)c2C)C1 (configuration not stated)	-2%
44	O=C(CSc1ncnc2c1oc1ccccc12)NCC1CCCO1 (configuration not stated)	-19%
45	Cn1c(Nc2ccc(F)cc2)nc2cc(-c3ccsc3)sc2c1=O	?
46	CC(C)COC(=O)N(C)C[C@@H]1OCc2cn(nn2)CCCC(=O)N([C@@H](C)CO)C[C@H]1C	-9%
47	COC(=O)C1CCCCN1Cc1ccc2c(c1)CN(C(=O)c1cc(C)nc3cc(F)ccc13)CCO2 (configuration not stated)	?
48	N#CC1=C(Nc2ccccc2Cl)SC(c2ccncc2)NC1=O (configuration not stated)	2%
49	CCOC(=O)C1(C)CCCN(C(=O)c2cccc(C#N)c2)C1 (configuration not stated)	2%
50	CC(C)C[C@H]1CN(CCCC[C@@H]2CNC(=O)C(=O)N2Cc2ccccc2)C(=O)C(=O)N1CC1CCCCC1	-1%
51	CCC(C)(Oc1ccc(C2(c3ccc(OC(C)(CC)C(=O)O)cc3)CCCCC2)cc1)C(=O)O (configuration not stated)	5%
52	COc1ccc(-c2csc(NC(C)c3nc4cc(Cl)c(N5CCCCC5)cc4n3CCOCCO)n2)cc1 (configuration not stated)	?
53	COC(=O)C(C(=O)OC)c1ncccc1NS(=O)(=O)c1ccc(C)cc1	-14%
54	O=C1OC(Oc2ccc(Br)cc2)(c2ccccc2)c2ccccc21 (configuration not stated)	-17%
55	Cc1ccc(C(=O)C=Cc2ccc3c(c2)OCO3)c(C)c1	?
56	COc1cccc(OC2(C)CCN(Cc3cccn3-c3nccs3)C2)c1 (configuration not stated)	21µM*

# The list goes on, overlapping the part above by three compounds.
no.	Compound	TDP1 cell noCPT
54	O=C1OC(Oc2ccc(Br)cc2)(c2ccccc2)c2ccccc21 (configuration not stated)	-17%
55	Cc1ccc(C(=O)C=Cc2ccc3c(c2)OCO3)c(C)c1	?
56	COc1cccc(OC2(C)CCN(Cc3cccn3-c3nccs3)C2)c1 (configuration not stated)	21µM*
57	Cc1ccc(NC(=O)CC2Nc3ccccc3NC2=O)cc1C (configuration not stated)	-8%
58	O=C1C=C(c2ccccc2)CO1	-18%
59	CN(Cc1ccccc1)C(=O)COc1ccc2ccccc2c1	-45%
60	CCN(C)C1CN(Cc2cn(Cc3cccc(C(F)(F)F)c3)nn2)S(=O)(=O)C1 (configuration not stated)	-29%
61	CN1CCN(CCNC(=O)c2ccc(CS(=O)c3ccc(Br)cc3)o2)CC1 (configuration not stated)	3%
62	COC(=O)c1ccccc1NC(=O)c1cc[n+](C)cc1	-10%
63	CC1(C(=O)NCCC#N)CCN1C(=O)C1(c2ccccc2)CCCC1 (configuration not stated)	-8%
64	CN(Cc1c(F)cccc1Cl)C(=O)COC(=O)Cn1cnc2ccccc2c1=O	3%
65	N#Cc1ccc(-c2nc3c4ccccc4ccn3c2Cc2cccc(Cl)c2)cc1	18µM*
66	COc1cccc(C(C)(O)c2nc(-c3cccc(C#N)c3)cs2)c1 (configuration not stated)	13µM*
67	C#CCN(C[C@H]1[C@H](OC(=O)Nc2c(C)noc2C)[C@H](OC(=O)Nc2c(C)noc2C)C[C@H]2C(=O)N(c3ccccc3)C(=O)[C@@H]12)S(=O)(=O)c1ccc(C)cc1	-8%
68	O=[N+]([O-])c1ccc(C=NN=Cc2ccc([N+](=O)[O-])cc2)cc1	-12%
69	CC(Oc1ccc(Cl)cc1Cl)C(=O)NC(Cc1ccccc1)C(=O)O (configuration not stated)	5%
70	COC(=O)[C@]12CCCCC=C1N(Cc1ccccc1)C(=O)[C@H](CC(=O)N1CCCC1)C2	?
71	Nc1ncc([N+](=O)[O-])cc1S(=O)(=O)c1ccccc1	?
72	C=CCN(CC=C)Cc1cc(=O)oc2cc(C)c(Cl)cc12	?
73	CC(C)(C)S(=O)N1Cc2cc(C(=O)O)nc(-c3cccc(-c4cc5ccccc5o4)c3)c2[C@H]1CCO (some centres not stated)	44%[activator]
74	CN(CC1CCCO1)S(=O)(=O)c1ccc(C(=O)Nc2ccccc2F)cc1 (configuration not stated)	?
75	Cc1ccccc1NC(=O)CSc1nc(-c2ccco2)nc2cc(=O)[nH]n12	-1%
76	CC(=O)c1cccc(NC(=O)C2Cc3c(-c4ccccc4Oc4ccccc4)ccnc3O2)c1 (configuration not stated)	16µM*
77	CCOC(=O)c1[nH]c(C)c(/C(C)=N\O)c1C	-10%
78	CCc1cc(CNC(=O)c2cccc(OC3CCN(S(C)(=O)=O)CC3)c2)on1	?
79	C=C1[C@@H](O)[C@H](Cc2ccccc2)N(Cc2ccccc2Br)S1(=O)=O	18µM*
80	O=C1c2ccc(-c3nc4ccccc4o3)cc2C(=O)N1Cc1cccnc1	-13%

# The final 7 compounds of the part above come first, to join the parts:
no.	Compound	TDP1 cell noCPT
74	CN(CC1CCCO1)S(=O)(=O)c1ccc(C(=O)Nc2ccccc2F)cc1 (configuration not stated)	?
75	Cc1ccccc1NC(=O)CSc1nc(-c2ccco2)nc2cc(=O)[nH]n12	-1%
76	CC(=O)c1cccc(NC(=O)C2Cc3c(-c4ccccc4Oc4ccccc4)ccnc3O2)c1 (configuration not stated)	16µM*
77	CCOC(=O)c1[nH]c(C)c(/C(C)=N\O)c1C	-10%
78	CCc1cc(CNC(=O)c2cccc(OC3CCN(S(C)(=O)=O)CC3)c2)on1	?
79	C=C1[C@@H](O)[C@H](Cc2ccccc2)N(Cc2ccccc2Br)S1(=O)=O	18µM*
80	O=C1c2ccc(-c3nc4ccccc4o3)cc2C(=O)N1Cc1cccnc1	-13%
81	CO[C@H]1[C@H](NC(=O)c2ccncc2)c2ccccc2C12CCN(C(=O)c1ccoc1)CC2	4%
82	CCOC(=O)C1(CCOC)CCN(C/C=C/c2ccccc2OC)CC1	10µM*
83	O=C(c1cccc(S(=O)(=O)N2CCCC2)c1)N1CCN(S(=O)(=O)c2cccc(Cl)c2)CC1	?
84	CC(C)C[C@H]1CN(CCCC[C@H]2CNC(=O)C(=O)N2CC2CCCCC2)C(=O)C(=O)N1Cc1ccccc1	?
85	Cc1cc(C)c2c(=O)n3c(nc2c1)C(Cc1ccc(O)cc1)NC(=O)c1cc2ccccc2cc1-3 (configuration not stated)	18µM*
86	CC1(c2nnc(-c3cccc(Cl)c3)o2)CC(c2ccc(Cl)cc2)=NO1 (configuration not stated)	-29%
87	OC[C@@H]1CN(Cc2ccccc2)C[C@H](n2cnc3c(N4CCOCC4)ncnc32)O1	-6%
88	COc1cccc(OC)c1C(=O)Nc1ccncc1	2%
89	Cc1ccc(S(=O)(=O)N2[C@H](c3ccccc3)CC(=O)[C@@H]3CN(S(=O)(=O)c4ccccc4)[C@H](c4ccccc4)C[C@@H]32)cc1	?
90	C[C@H](O)C#Cc1ccc2c(c1)O[C@@H](CN(C)Cc1ccc(-c3ccccc3)cc1)[C@H](C)CN([C@@H](C)CO)S2(=O)=O	3.7µM*
91	C=CC(=O)N1C/C(=C/c2ccc(F)cc2)C(=O)/C(=C\c2ccc(F)cc2)C1	-104%
92	CC12CCC(=O)C=C1CCC1C2C(O)CC2(C)C1CCC2(O)C(=O)COC(=O)COCC(=O)O (configuration not stated)	-12%
93	CC(C)(C)c1ccc(NC(=O)COC(=O)c2ccccc2OCC(=O)Nc2ccc(Br)cc2)cc1	?
94	Cc1ccc(-c2csc(NCCc3nc4cc(Cl)c(Cl)cc4n3CCCO)n2)cc1	?
95	Cc1ccc(C)c(NC(=O)CN2C(=O)C3CC=CCC3C2=O)c1 (configuration not stated)	-13%
96	CC1(C(=O)NCc2ccccc2)CN(S(C)(=O)=O)CC(=O)N1Cc1ccc2c(c1)OCO2 (configuration not stated)	-7%
97	CCOC(=O)c1c(C)[nH]c(C(=O)OC(C)C(=O)Nc2ccc(C)cc2)c1C (configuration not stated)	-23%
98	Cc1ccccc1C(=O)Nc1sc2c(c1C(=O)N1CCC(C)CC1)CCC(C)C2 (configuration not stated)	21µM*
99	CCCNc1nc(C)cc(-c2cc(C(=O)Nc3ccccc3)on2)n1	-17%
100	O=C(c1ccc(CS(=O)Cc2ccc(Cl)cc2)o1)N1CCN(C2CCCCC2)CC1 (configuration not stated)	?
101	CCCNC(=O)C1(C)CCN(C(=O)c2cccc(Cl)c2)C1 (configuration not stated)	-2%
102	CC1CN(CC(=O)NCCC2COc3ccccc3O2)Cc2cc(Cl)ccc2O1 (configuration not stated)	-23%

# High-throughput results deposited in PubChem by National Center for Advancing Translational Sciences (NCATS).
